MBNL1 CUG block: inhibitors of human MBNL1 binding to CUG repeat RNA; Q9NR56; TR-FRET MBNL1-His/biotin-(CUG)12 binding, 665/545 ratio; Potency, µM (series often up to 57.5 µM), for inactives: at the highest dose activity change, negative = inhibition, hits mostly inhibitors; actives 0.036% (n = 280,000); AID 2675; active = well fitted inhibition curve with a large enough effect in the signal ratio, with a control signal flat, not every such curve was filed as active; inconclusive = small, poorly fitted or top-dose-only effect, or effect the other way, or a change in a side signal; inactive = no such curve, though single readings can be large or run the other way; the % refers to the signal ratio; also: potency is read from the fitted curve at half-maximal effect; % is scaled to controls: 0 for no effect and ±100 for the full control effect
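His-tagged MBNL1 binding to biotinylated (CUG)12 RNA was measured by TR-FRET using terbium anti-His antibody (0.055 ng/ul final) and streptavidin-XL665 (5 nM final). Compounds were titrated 92 nM to 58 uM; 60 min at room temperature.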
KCNH2 WT inh: inhibitors of human wildtype KCNH2 potassium channel; Q12809; U2OS, BacMam KCNH2, thallium flux FluxOr; stronger effect = lower value; activity change, % at 1.84 µM; actives 0.37% (n = 340,000);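 active = maximum activity change below -70%; inconclusive = maximum activity change between -70% and -50%; inactive = maximum activity change above -50%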; also: % is scaled to controls: 0 for no effect and ±100 for the full control effect
Target sequence (Q12809 whole entry, looked up): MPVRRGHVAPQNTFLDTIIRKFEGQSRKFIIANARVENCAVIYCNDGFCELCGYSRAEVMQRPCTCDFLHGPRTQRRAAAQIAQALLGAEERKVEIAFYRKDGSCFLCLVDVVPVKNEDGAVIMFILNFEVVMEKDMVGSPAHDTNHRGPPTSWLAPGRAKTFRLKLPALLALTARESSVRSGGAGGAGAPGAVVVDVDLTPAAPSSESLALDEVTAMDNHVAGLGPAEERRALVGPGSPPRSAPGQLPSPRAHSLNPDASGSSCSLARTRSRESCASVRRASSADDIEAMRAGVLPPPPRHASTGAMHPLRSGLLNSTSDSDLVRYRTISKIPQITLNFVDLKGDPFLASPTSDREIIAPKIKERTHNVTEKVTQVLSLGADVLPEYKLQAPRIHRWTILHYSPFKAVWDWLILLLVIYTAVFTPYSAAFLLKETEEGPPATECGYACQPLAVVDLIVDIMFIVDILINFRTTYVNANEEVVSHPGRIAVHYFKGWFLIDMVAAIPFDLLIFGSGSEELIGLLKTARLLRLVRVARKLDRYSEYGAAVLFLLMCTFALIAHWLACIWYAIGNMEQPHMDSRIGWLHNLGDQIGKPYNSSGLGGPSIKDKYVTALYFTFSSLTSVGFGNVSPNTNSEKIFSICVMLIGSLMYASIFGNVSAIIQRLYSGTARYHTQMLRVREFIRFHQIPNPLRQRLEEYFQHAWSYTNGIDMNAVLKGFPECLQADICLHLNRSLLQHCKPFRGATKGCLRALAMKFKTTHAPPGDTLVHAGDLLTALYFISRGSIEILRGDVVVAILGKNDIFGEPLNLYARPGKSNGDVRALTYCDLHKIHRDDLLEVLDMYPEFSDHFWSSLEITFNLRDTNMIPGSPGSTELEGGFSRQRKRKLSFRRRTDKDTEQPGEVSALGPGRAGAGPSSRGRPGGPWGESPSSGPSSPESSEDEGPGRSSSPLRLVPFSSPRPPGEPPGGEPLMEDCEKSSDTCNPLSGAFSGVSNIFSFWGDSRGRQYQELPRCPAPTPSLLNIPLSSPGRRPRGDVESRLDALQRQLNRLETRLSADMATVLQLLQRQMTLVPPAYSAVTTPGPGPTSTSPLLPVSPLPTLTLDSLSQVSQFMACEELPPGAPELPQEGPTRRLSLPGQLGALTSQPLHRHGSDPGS
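U2OS cells transduced with wild-type KCNH2 virus are loaded with FluxOr dye for 45 min, and thallium flux is measured in kinetic reads before and after stimulation buffer. Rate constants are normalized to DMSO controls.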
Menin MLL FP TR: displaces Texas Red mutant MLL peptide from human menin. O00255. Menin + Texas Red MLL mutant peptide, fluorescence polarization. Potency, µM (series often up to 61.6 µM), for inactives: at the highest dose FP activity change, negative = inhibition, actives largely listed as inhibitors. actives 0.23% (n = 270,000); active = well fitted inhibition curve with a large enough effect in the polarisation, with a control signal flat, not every such curve was filed as active; inconclusive = small, poorly fitted or top-dose-only effect, or effect the other way, or a change in a side signal; inactive = no such curve, though single readings can be large or run the other way; the % refers to the polarisation; also: potency is read from the fitted curve at half-maximal effect; % of control where 0% means no effect; many of its hits are not listed in these tables
USP2a block: USP2a (human) protease inhibition; O75604; USP2 core, Ub-CHOP2 coupled fluorogenic reporter, 485/531; Potency, µM (doses to about 38.3 µM), without a hit: at the highest dose activity change, negative = inhibition, hits mostly inhibitors; actives 0.01% (n = 330,000);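 also: potency is read from the fitted curve at half-maximal effect; plate controls were DMSO wells for no effect and full inhibition by NEM control for full effect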
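Cell-free coupled assay: 10nM USP2 core preincubated 30min RT with compound in Tris-HCl pH 8.0/CaCl2/CHAPS buffer, then 25nM Ub-CHOP2 and 25nM reporter substrate; fluorescence (Ex 485/Em 531) read after 60min RT, normalized to NEM inhibition, concentration-response curves fitted.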
Eya2 phos inh: blocks the phosphatase activity of human Eya2. O00167. Potency, µM (top dose mostly 76.9 µM), inactives show top-dose activity, negative = inhibition, most hits filed as inhibitors. actives 0.006% (n = 330,000). recombinant Eya2, OMFP fluorescence dephosphorylation (OMFP is methylfluorescein phosphate); also: potency is read from the fitted curve at half-maximal effect; % is scaled to controls: 0 for no effect and ±100 for the full control effect
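Eya2 protein (added as 0.2 uM solution) was preincubated with compound for 10 min at ambient temperature in 50 mM HEPES pH 7.5, 50 mM NaCl, 5 uM MgCl2, 0.05% BSA, 1 mM DTT. OMFP (added at 50 uM) then reacted 10 min; fluorescence read at 485/525 nm.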
GALK inhibitor: galactokinase (human) inhibition; Potency, µM (top dose mostly 57.5 µM), without a hit: at the top dose activity change, negative = inhibition, actives largely listed as inhibitors; P51570; actives 0.007% (n = 270,000); Purified GALK, Kinase-Glo residual ATP luminescence; also: potency is read from the fitted curve at half-maximal effect; % is scaled to controls: 0 for no effect and ±100 for the full control effect
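ATP-depletion format; final 35 uM ATP, 100 uM D-galactose, 5 nM enzyme; pH 8.0 HEPES/Mg2+ buffer; 60 min RT; luminescence read 10 min after detection reagent.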
PKM2 act: activators of human pyruvate kinase M2; purified PKM2, Kinase-Glo ATP luminescence, activation; response scale: 0% is enzyme alone, no compound; Potency, µM (top dose mostly 57.5 µM), for inactives: at the highest dose activation, most hits filed as activators; actives 0.34% (n = 260,000); also: potency is read from the fitted curve at half-maximal effect; % is scaled to controls: 0 for no effect and ±100 for the full control effect; nearly all actives have a fitted effect of over 55% in size
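Kinase-Glo luminescence reports ATP generated from ADP (0.1 mM) and PEP (0.5 mM) by purified hPK-M2 after 1 h at room temperature, pH 7.2 imidazole buffer; intermediate enzyme activity allows detecting inhibitors and activators.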
Mito fusion act: blocks mitochondrial division or promotes mitochondrial fusion; S. cerevisiae fusion-defective mutant growth rescue, CellTiterGlo 48 h; Potency, µM (top dose mostly 46.1 µM), for inactives: at the highest dose growth rescue (activation), actives largely listed as activators; actives 0.23% (n = 320,000); AID 485298;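 also: potency is read from the fitted curve at half-maximal effect; % of control where 0% means no effect; nearly all actives have a fitted effect of over 45% in size; temperature-sensitive fusion mutants such as fzo1-1 at 37 °C on non-fermentable ethanol glycerol medium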
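Compounds are tested for their ability to restore growth of mitochondrial fusion-defective yeast strains at non-permissive 37C in YPEG medium over 48 hours. Viability is quantified by luciferase luminescence.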
BCR signal inh: blocks chronic active B-cell receptor signaling | ABC-DLBCL IkBa-CBG/CBR reporter, luminescence ratio, 4 h | Potency, µM (titrated, usually from 46.1 µM), for the others: top-dose ratio change, negative = lower green/red ratio, hits mostly inhibitors | actives 0.05% (n = 340,000) | AID 493014; active = well fitted inhibition curve with a large enough effect in the signal ratio, with a control signal flat, not every such curve was filed as active; inconclusive = small, poorly fitted or top-dose-only effect, or effect the other way, or a change in a side signal; the % refers to the signal ratio;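 also: potency is read from the fitted curve at half-maximal effect; plate controls were basal doxycycline-induced cells for no effect and cells given 10 µM MG132 for full effect; MG132 reads +100%, hits lower the ratio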
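Compounds up to 46 uM were incubated four hours with TMD8 cells whose green CBG68 luciferase is fused to IkappaBalpha; red CBR luminescence normalised the signal, and concentration-effect curves were fitted to fusion, red and ratio data.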
S-ASM inh: human S-ASM enzyme inhibition | placental ASM, HMU-PC fluorogenic substrate, 60 min | P17405 | actives 0.006% (n = 340,000) | Potency, µM (titrated, usually from 57.5 µM), for inactives: at the highest dose activity change, negative = inhibition, actives largely listed as inhibitors | AID 504937; also: potency is read from the fitted curve at half-maximal effect
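Human placenta-derived ASM preincubated with compound 10 min at room temperature, then reacted with 9 uM (final) fluorogenic HMU-PC substrate for 60 min at 37 C. Stop solution raises pH to 10; fluorescence read at Ex 386/Em 447 nm.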
TSHR antagonist: human thyrotropin receptor antagonism | actives 0.2% (n = 330,000) | activity change, negative = inhibition, % at 11.5 µM | TSHR-expressing cells, TSH-stimulated cAMP HTRF, 2 h; stronger effect = lower value | P16473;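 active = activity change below a set negative limit, meaning inhibition stronger than a set level, cut at about -70% in these data; inconclusive = activity change between two set negative limits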; also: % is scaled to controls: 0 for no effect and ±100 for the full control effect
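Inhibition of cAMP made by TSHR-expressing cells under TSH stimulation (4nM final, EC80; 2 h, 37 deg C) is quantified with a one-step lysis HTRF kit, anti-cAMP cryptate versus cAMP-d2.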
* marks the source's active call; other numbers are inactive results; ? = inconclusive; . = no result given; & = joins results of further samples; [ ] = remark or other dose. Unless noted, calls follow the shape of the dose curve; as a rule, active = well fitted curve in the direction sought with a large enough effect; inconclusive = small, poorly fitted or top-dose-only effect, or another doubt; inactive = no such curve, though single readings can be large; an effect the other way counts as inactive or inconclusive. Only part of the results is shown (hit frequency here may not be typical).

molecule,MBNL1 CUG block,KCNH2 WT inh,Menin MLL FP TR,USP2a block,Eya2 phos inh,GALK inhibitor,PKM2 act,Mito fusion act,BCR signal inh,S-ASM inh,TSHR antagonist
COc1ccc(-c2ccc(CCC(=O)O)n2NC(=O)c2cccs2)cc1,-6%,-2,6%,0%,5%,-1%,14%,-4%,3%,8%,9
Cc1[nH]nc2c1/C(=N/O)CC(c1ccccc1)C2 (stereo unspecified),-9%,-3,-16%,3%,-11%,-1%,-9%,7%,?,?,24
Cc1cc(C)c(S(=O)(=O)N2CCN(CCO)CC2)c(C)c1,-4%,-2,11%,4%,6%,4%,-4%,-1%,-4%,1%,13
Cc1cc(C(F)(F)F)nc(SCC(=O)Nc2c(C)n(C)n(-c3ccccc3)c2=O)n1,-4%,-6,0%,-1%,4%,0%,-1%,-3%,0%,3%,12
Cc1ccc(S(=O)(=O)N(CC(=O)NCCSCc2ccco2)c2ccc(F)cc2)cc1,2%,.,-22%,-2%,4%,9%,?,6%,0%,.,1
CCN(CC(=O)Nc1ccc2c(c1)OCCO2)S(=O)(=O)c1ccc(C)cc1,-7%,4,-1%,-3%,1%,-3%,-1%,1%,-11%,0%,4
CCn1c(=O)c2cc(C(=O)Nc3cc(C)on3)sc2c2ccccc21,2%,0,3%,-1%,12%,3%,0%,1%,?,43%[activator],0
CSc1nc(-c2ccco2)nn1C(=O)c1ccc(Cl)cc1,5%,.,-2%,-1%,22%,0%,2%,1%,-10%,.,-2
COc1cc(C2NC(=O)CS2)cc(OC)c1OC (stereo unspecified),-4%,-1,11%,3%,9%,.,1%,-3%,1%,5%,-1
Cc1cc(=O)n2[nH]c(-c3ccc(C(C)(C)C)cc3)cc2n1,0%&0%,-2,-1%,0%&1%,13%&1%,-3%,3%&0%,5%&1%,?,-1%,-8&-19
CCN1C(=O)[C@@H]2[C@@H](c3ccc(-c4ccc(Cl)c(Cl)c4)c(OC)c3)N3CCC[C@@]3(C(=O)OC)[C@@H]2C1=O,.,2,.,-10%,14%,.,.,23%,?,-6%,-28
COC(=O)c1cn(CC(=O)NCc2cccs2)c2ccccc12,8%,0,-7%,0%,5%,0%,1%,1%,-1%,3%,7
Cc1ccc(-c2c(C(=O)N/N=C/c3ccoc3)nnn2-c2nonc2N)cc1,4%,3,18%,1%,1%,-3%,.,5%,2%,0%,-5
Oc1ccc(Cl)cc1C1=Nc2ccccc2N=C(c2ccco2)C1,-2%,13,?,0%,7%,-1%,-1%,6%,-1%,0%,9
COc1cc(-c2nc3cnccc3n2C)cc(OC)c1OC,13%,2,0%,-1%,11%,0%,1%,-25%,-2%,-1%,4
CCOC(=O)c1cccc(P(C)(C)=O)c1,-7%,13,-1%,-2%,-1%,1%,2%,1%,2%,.,9
COc1ccc(C)cc1NC(=O)c1cccc(-c2ccc(OC(C)=O)cc2)c1,-1%,-4,?,3%,3%,-4%,.,?,?,-1%,-6
Cc1cc(NS(=O)(=O)c2ccc(NC(=O)c3ccc(Cl)cc3[N+](=O)[O-])cc2)no1,?,10,14%,-1%,-3%,6%,-10%,4%,3%,0%,4
CC1CCN(C(=O)CCc2ccc(S(=O)(=O)NC(C)(C)C)cc2)CC1,-4%,-3,-5%,-2%,15%,1%,1%,1%,-11%,0%,18
O=C(NNc1cccc(Cl)c1)c1cccnc1Cl,-3%,-3,6%,5%,-16%,2%,4%,22µM*,5%,-1%,5

The list goes on.
molecule,MBNL1 CUG block,KCNH2 WT inh,Menin MLL FP TR,USP2a block,Eya2 phos inh,GALK inhibitor,PKM2 act,Mito fusion act,BCR signal inh,S-ASM inh,TSHR antagonist
O=C(COc1ccc([N+](=O)[O-])cc1)N(C1CCCCC1)C1CCS(=O)(=O)C1 (stereo unspecified),.,9,.,0%,-21%,.,.,-5%,6%,-2%,12
COCCCN(CCNC(=O)c1ccc(NC2=NC3CS(=O)(=O)CC3S2)cc1)Cc1ccco1 (stereo unspecified),-9%,-5,-6%,-1%,-2%,.,?,1%,-18%,-3%,2
Cc1occc1C(=O)Nc1cccnc1,-9%,-10,-1%,0%,6%,2%,2%,0%,3%,1%,17
O=C(CCCc1c[nH]c2ccccc12)NCc1cccs1,-10%,12,1%,2%,-1%,-7%,0%,1%,-2%,2%,-8
CC(C)(C)[C@@H]1COC(=O)[C@H](Cc2ccc(F)cc2)C/C=C\C[C@@H](CC(=O)N(CCO)Cc2ccccc2)C(=O)N1,.,-11,.,2%,10%,.,.,.,?,0%,-18
COc1ccc(/C=C(\NC(=O)c2ccccc2)C(=O)N2CCCCC2)cc1OC,-4%,3,-4%,2%,-7%,4%,0%,2%,?,2%,11
CCOc1cc(/C=C2\SC(=N)N(c3nonc3N)C2=O)ccc1OCCN1CCOCC1,?,3,50%[activator],2%,-13%,1%,-9%,0%,17%,-7%,-20
O=C(N/N=C/c1ccccc1)c1[nH]ncc1Br,7%,3,-19%,5%,14%,18%,-62%,4%,?,-2%,-4
O=C(CCCN1C(=O)/C(=C\c2ccccc2)SC1=S)Nc1ccc(C(=O)O)cc1,?,-2,?,2%,11%,-6%,.,7%,?,-5%,-5
Cc1ccc(S(=O)(=O)N(C)Cc2nc(-c3ccccn3)no2)cc1,4%,-18,-20%,0%,-20%,1%,-5%,5%,-2%,-2%,4
CC(=O)NC1(C(F)(F)F)NC(=O)N(CCc2ccccc2)C1=O (stereo unspecified),-5%,-5,3%,4%,-2%,-3%,.,-1%,4%,9%,-4
CCC(=O)N(C)/C=C1\Sc2ccccc2C1=O,22%,-102*,?,-1%,2%,-3%,1%,0%,?,49%[activator],9
CCOc1ccc(NC(=O)CNC(=O)c2ccc([N+](=O)[O-])cc2)cc1,17%,1,18%,-1%,-1%,3%,2%,-4%,6%,2%,-3
C=CCNC(=O)c1ccc(NC(=O)C2=CSCCO2)cc1,20%,0,-1%,2%,-3%,13%,.,2%,0%,1%,-136*
Cc1ccccc1NC(c1cccc(Cl)c1)c1nnnn1C1CCCCC1 (stereo unspecified),.,-16,-4%,0%,1%,0%,3%,-2%,0%,-2%,19
Cc1ccccc1Cn1c2ccccc2c2cnn(CC(=O)NCCCN3CCN(C)CC3)c(=O)c21,-6%,-3,.,0%,2%,1%,.,-3%,-4%,0%,8
O=C(Nc1ccccc1)c1cccc(N2C(=O)C3C4C=CC(C5CC45)C3C2=O)c1 (stereo unspecified),-8%,1,.,2%,1%,5%,.,4%,?,-4%,-12
Cc1onc(C(=O)Nc2cccc(C(F)(F)F)c2)c1[N+](=O)[O-],13%,32,.,3%,3%,0%,.,1%,-19%,-1%,0
CC(=O)Oc1ccccc1C(=O)Oc1ccc(/C=N/n2cnnc2)cc1,-1%,8,4%,-1%,3%,2%,0%,-6%,?,-1%,-12
CCOC(=O)C1C(=O)C=C(C)C(C(=O)OCC)C1c1cccc([N+](=O)[O-])c1 (stereo unspecified),10%,-3,-24%,4%,12%,-2%,5%[11.5 µM],1%,6%,0%,-7
C/C(=N\NC(=O)OC(C)(C)C)c1cccc([N+](=O)[O-])c1,?,-6,-1%,4%,-8%,0%,-1%,-7%,-3%,1%,-3
COc1cc(OC)cc(-c2nc3ccccc3c(=O)n2OC(=O)c2ccc(C)c(C)c2)c1,.,-10,3%,2%,-2%,1%,0%,2%,?,-3%,-3

Screening results: PubChem BioAssay, National Center for Advancing Translational Sciences (NCATS)
